Mm-Cpn inhibitor: M. maripaludis TRiC chaperonin inhibition; 0.031% of 330,000 active; Potency, µM (titrated, usually from 76.9 µM), without a hit: at the highest dose activity, negative = inhibition, hits mostly inhibitors; purified Mm-Cpn ATPase, ADP Transcreener TR-FRET; AID 504842; also: potency is read from the fitted curve at half-maximal effect; % is scaled to controls: 0 for no effect and ±100 for the full control effect; nearly all actives have a fitted effect of over 80% in size
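25 nM Mm-CPN + cpd, 10 min 37°C; + 10 uM ATP, 30 min 37°C; buffer 30 mM Tris pH 7.4, 100 mM KCl, 5 mM MgCl2, 1 mM DTT; Transcreener ADP HTRF detection 30 min RT.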
Abeta rescue: compounds reversing amyloid beta toxicity in yeast; Potency, µM (highest dose often 46.1 µM), for the others: at the top dose growth rescue, actives largely listed as activators; 0.063% of 410,000 active; yeast expressing A-beta42, growth rescue, OD600, 48 h; response scale: 0% DMSO, 100% iron-clioquinol control; also: potency is read from the fitted curve at half-maximal effect; nearly all actives have a fitted effect of over 55% in size
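Yeast A-beta toxicity model in growth medium with pinned compounds, 48 h at 30 C; growth read as absorbance at 600 nm. Normalized to FeCl3/clioquinol equimolar mix (positive) and DMSO (negative).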
HEK293 tox: cytotoxic in the GLP-1 receptor inverse agonist counter-screen; 0.13% of 410,000 active; Potency, µM (series often up to 38.3 µM), for the others: top-dose activity change, negative = inhibition, most hits filed as inhibitors; HEK293 cAMP-luciferase reporter cells, luminescence, 24 h;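 also: loss of luciferase light is scored as toxicity; potency is read from the fitted curve at half-maximal effect; % is scaled to controls: 0 for no effect and ±100 for the full control effect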
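Compound-treated cells are incubated 24 hr at 37 deg C under 5% CO2 after a 12 hour attachment period, then luciferase detection reagent is added and luminescence is measured following 12 min at room temperature; lowered signal indicates toxicity.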
aSyn rescue: alpha-synuclein toxicity inhibition in yeast; Yeast expressing alpha-synuclein, growth rescue, BacTiter-Glo, 24 h; Potency, µM (series often up to 46.1 µM), for the others: top-dose growth rescue (activation), actives largely listed as activators; 0.14% of 370,000 active; also: potency is read from the fitted curve at half-maximal effect; % of control where 0% means no effect; nearly all actives have a fitted effect of over 65% in size
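Rescue of yeast growth: cells expressing toxic alpha-synuclein, induced in galactose at OD600 0.02, incubated with compound 24 h at 30 C. ATP luminescence quantified growth; inhibitors of toxicity appear as activators.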
TDP-43 yeast inh: rescues yeast growth from TDP-43 toxicity | TDP-43 expressing yeast growth rescue, BacTiter-Glo, 24 h | Potency, µM (series often up to 46.1 µM), without a hit: top-dose growth rescue (activation), hits mostly activators | 1.8% of 410,000 active; also: potency is read from the fitted curve at half-maximal effect; % of control where 0% means no effect; nearly all actives have a fitted effect of over 50% in size
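In this qHTS, compounds that restore growth of yeast expressing TDP-43 appear as activators. Cells (OD600=0.02, galactose medium, raffinose-pregrown) are incubated with compound 24 hr at 30 deg C and growth is quantified by BacTiter-Glo.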
GLP1R inv ag: GLP-1 receptor (human) inverse agonism | P43220 | HEK293 GLP-1R CRE-luciferase, luminescence, 24 h; GLP-1R form is constitutively active | Potency, µM (highest dose often 38.3 µM), for inactives: at the top dose activity change, negative = inhibition, most hits filed as inhibitors | 1.6% of 410,000 active; also: potency is read from the fitted curve at half-maximal effect; % is scaled to controls: 0 for no effect and ±100 for the full control effect; nearly all actives have a fitted effect of over 55% in size
Target sequence (P43220 whole entry, looked up): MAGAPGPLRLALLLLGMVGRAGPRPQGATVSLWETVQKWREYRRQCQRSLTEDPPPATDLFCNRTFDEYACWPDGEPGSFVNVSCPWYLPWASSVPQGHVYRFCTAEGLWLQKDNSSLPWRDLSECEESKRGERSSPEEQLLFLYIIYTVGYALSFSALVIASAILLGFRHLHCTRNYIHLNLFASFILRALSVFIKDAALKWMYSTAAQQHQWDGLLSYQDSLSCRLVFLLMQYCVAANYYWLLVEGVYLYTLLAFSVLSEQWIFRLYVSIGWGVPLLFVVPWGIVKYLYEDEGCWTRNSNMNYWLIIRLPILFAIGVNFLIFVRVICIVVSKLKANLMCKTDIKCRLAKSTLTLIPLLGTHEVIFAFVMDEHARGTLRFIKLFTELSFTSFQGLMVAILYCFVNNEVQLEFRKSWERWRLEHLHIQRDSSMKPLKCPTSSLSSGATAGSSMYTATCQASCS
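Constitutively active GLP-1R drives a cAMP-responsive luciferase in stably transfected HEK293 cells; test compounds are added after overnight (12 h) attachment and left 24 hr, and signal loss in luminescence marks inhibition.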
FUS suppressor: suppressors of FUS proteinopathy in yeast; S. cerevisiae FUS-expressing, growth rescue, OD600, 24 h; Potency, µM (series often up to 76.6 µM), for inactives: at the highest dose growth rescue (activation), most hits filed as activators; 0.24% of 390,000 active;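 also: potency is read from the fitted curve at half-maximal effect; plate controls were DMSO vehicle for no effect and reference control for full effect; nearly all actives have a fitted effect of over 55% in size; some results filed as inactive show a strong effect at the top dose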
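Galactose (2%) drives FUS expression in yeast precultured in raffinose; seeding density OD 0.005. Test compounds incubated 24hr at 30C and 99% humidity before absorbance at 600 nm was measured.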
Akt phos inh: blocks phosphorylation of Akt; Neuro2A IGF-stimulated pAkt S473 HTRF, 20 min; active compounds read low; activity change, % for hits at 50 µM; 0.32% of 360,000 active; AID 651550; in the data active = activity change below about -80%; inconclusive = mostly about -51% to -80%; also: % is scaled to controls: 0 for no effect and ±100 for the full control effect
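Single-point screen (50 µM final compound) in Neuro2A cells stimulated 20 min with 6 nM IGF at 37 deg C. After lysis, Ser473-phosphorylated Akt read by HTRF (ex 330 nm, em 615/665 nm) as the 665/615 ratio.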
PTHR1 agonist: agonists of human PTHR1 parathyroid hormone receptor; Q03431; HEK293 GP2 PTHR1 cells, GloSensor cAMP luminescence, 1 h; Potency, µM (top dose mostly 115 µM), for inactives: at the top dose activation, most hits filed as activators; 0.075% of 410,000 active; also: potency is read from the fitted curve at half-maximal effect; nearly all actives have a fitted effect of over 55% in size; some results filed as inactive show a strong effect at the top dose; inactives centre near -15; many of its hits are not listed in these tables
Target sequence (Q03431 whole entry, looked up): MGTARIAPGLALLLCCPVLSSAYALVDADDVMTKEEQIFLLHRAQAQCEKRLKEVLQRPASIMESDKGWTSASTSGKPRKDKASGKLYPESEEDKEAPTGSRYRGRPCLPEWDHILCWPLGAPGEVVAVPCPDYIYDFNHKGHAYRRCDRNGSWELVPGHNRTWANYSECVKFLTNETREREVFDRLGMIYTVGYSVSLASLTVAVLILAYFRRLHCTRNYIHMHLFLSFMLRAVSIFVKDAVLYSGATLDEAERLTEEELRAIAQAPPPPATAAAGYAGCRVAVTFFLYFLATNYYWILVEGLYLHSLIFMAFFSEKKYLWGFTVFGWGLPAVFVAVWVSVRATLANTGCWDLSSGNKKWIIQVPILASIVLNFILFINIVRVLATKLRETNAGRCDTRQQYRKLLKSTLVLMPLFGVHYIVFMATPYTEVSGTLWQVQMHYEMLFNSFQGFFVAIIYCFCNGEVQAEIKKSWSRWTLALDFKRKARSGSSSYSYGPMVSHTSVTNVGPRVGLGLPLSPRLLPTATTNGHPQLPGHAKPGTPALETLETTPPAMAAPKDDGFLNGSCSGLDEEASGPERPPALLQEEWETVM
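HEK-293-derived GP2 cells expressing PTHR1 and a GloSensor cAMP reporter, 3,000/well, plated overnight, given luciferin plus IBMX (each 0.5 mM as added) for 1 h at 37 °C, then compound for 1 h at 37 °C. Luminescence was read after 15 min at room temperature.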
Numbers without * were called inactive; i = inactive; ? = inconclusive; / = not tested or not shown; [ ] = another dose, or the depositor's remark. Unless noted, calls follow the shape of the dose curve; as a rule, active = well fitted curve in the direction sought with a large enough effect; inconclusive = small, poorly fitted or top-dose-only effect, or another doubt; inactive = no such curve, though single readings can be large; an effect the other way counts as inactive or inconclusive. An excerpt (hit frequency here may not be typical).

Keys: A = Mm-Cpn inhibitor; B = Abeta rescue; C = HEK293 tox; D = aSyn rescue; E = TDP-43 yeast inh; F = GLP1R inv ag; G = FUS suppressor; H = Akt phos inh; I = PTHR1 agonist
> Cc1ccc(SCC(=O)N(C)CC(=O)Nc2cccc(F)c2)c(C)c1
  A: 0% | B: ? | C: -1% | D: 6% | E: 16% | F: ? | G: 0% | H: i | I: -37%

> CCOC(=O)c1cc(-c2ccc(C)cc2)n(CCC(=O)Nc2ccc(C(C)C)cc2)c1C
  A: / | B: -10% | C: -4% | D: / | E: 9% | F: 2.5µM* | G: 12% | H: / | I: -14%

> Nc1n[nH]c(N)c1N=Nc1cccc(C(F)(F)F)c1
  A: 2% | B: -28% | C: -45% | D: -11% | E: 17% | F: ? | G: 11% | H: i | I: i

> Cc1cc(CSCc2ccc(Cl)cc2)no1
  A: 0% | B: 6% | C: 5% | D: 2% | E: 28% | F: -18% | G: 1% | H: i | I: i

> CC1(C)CC2CC(C)(CN2S(=O)(=O)c2cccc(C(=O)OCC(N)=O)c2)C1 (stereo not given)
  A: 0% | B: -10% | C: 12% | D: -2% | E: -12% | F: 4% | G: 28% | H: i | I: -17%

> Cc1ccc(N2CC(C(=O)NCc3n[nH]c(=O)c4ccccc34)CC2=O)cc1C (stereo not given)
  A: -1% | B: -5% | C: -3% | D: -8% | E: 11% | F: 4% | G: 22% | H: i | I: i

> C[C@H](O)C#Cc1ccc2c(c1)O[C@@H](CN(C)C(=O)c1ccncc1)[C@@H](C)CN([C@H](C)CO)S2(=O)=O
  A: / | B: 0% | C: 1% | D: ? | E: 2% | F: 6% | G: -7% | H: i | I: -9%

> COc1ccc(S(=O)(=O)N2CCCCC2)cc1NC(=O)C1CCCO1 (stereo not given)
  A: 1% | B: -8% | C: -19% | D: 3% | E: 5% | F: -11% | G: 0% | H: i | I: -24%

> Nn1c(Nc2ccccc2)nc2ccccc2c1=O
  A: -2% | B: -3% | C: -5% | D: -4% | E: -11% | F: 2% | G: 4% | H: i | I: -7%[57.5 µM]

> Cc1ccc2nc(-c3ccc(-c4ccccn4)s3)cn2c1
  A: -16% | B: -13% | C: -27% | D: -4% | E: 8% | F: ? | G: 31% | H: i | I: -34%

> Cc1ccc(-n2cccc2C(=O)NS(=O)(=O)c2ccc(C)cc2)cc1
  A: 1% | B: 9% | C: -3% | D: 10% | E: 5% | F: 2% | G: -2% | H: i | I: i

> COC(=O)c1ccc(N)c(CS(=O)(=O)c2ccc(Cl)cc2)c1
  A: -9% | B: 11% | C: -27% | D: 8% | E: 15% | F: 9% | G: -14% | H: i | I: i

> COc1ccc(C=C(C#N)C(=O)c2ccccc2)cc1
  A: / | B: -6% | C: 4% | D: -1% | E: 5% | F: 19% | G: -9% | H: i | I: i

> O=C(NCCc1ccccn1)c1ccc(OC(F)F)cc1
  A: 0% | B: -17% | C: 0% | D: -12% | E: -27%[1.82 µM] | F: -25% | G: 3% | H: i | I: -16%

> CC(C(=O)Nc1ccc2c(c1)OCO2)N1CCC(N2CCCCC2)CC1 (stereo not given)
  A: 1% | B: -16% | C: 2% | D: 10% | E: -3% | F: 0% | G: -13% | H: i | I: i

Compounds shown so far with an NH in an aromatic ring, in the order listed:
Keys: A = Mm-Cpn inhibitor; B = Abeta rescue; C = HEK293 tox; D = aSyn rescue; E = TDP-43 yeast inh; F = GLP1R inv ag; G = FUS suppressor; H = Akt phos inh; I = PTHR1 agonist
> Nc1n[nH]c(N)c1N=Nc1cccc(C(F)(F)F)c1
  A: 2% | B: -28% | C: -45% | D: -11% | E: 17% | F: ? | G: 11% | H: i | I: i

> Cc1ccc(N2CC(C(=O)NCc3n[nH]c(=O)c4ccccc34)CC2=O)cc1C (stereo not given)
  A: -1% | B: -5% | C: -3% | D: -8% | E: 11% | F: 4% | G: 22% | H: i | I: i

New compounds follow
Keys: A = Mm-Cpn inhibitor; B = Abeta rescue; C = HEK293 tox; D = aSyn rescue; E = TDP-43 yeast inh; F = GLP1R inv ag; G = FUS suppressor; H = Akt phos inh; I = PTHR1 agonist
> O=C(NCCCN1CCOCC1)c1onc(CSc2ccncc2)c1C(=O)NCCCN1CCOCC1
  A: / | B: -8% | C: -26% | D: -2% | E: 16% | F: 10% | G: -14% | H: i | I: -23%

> COc1ccc(-n2nnc3c(=O)n(C/C=C/c4ccccc4)cnc32)cc1
  A: -1% | B: -17% | C: -25% | D: -2% | E: -18% | F: 0% | G: 3% | H: i | I: i

> CCOC(=O)c1c(C)oc2nc(C)nc(N(C)Cc3ccccc3)c12
  A: / | B: -13% | C: 15% | D: / | E: ? | F: ? | G: 19% | H: / | I: -44%[inhibitor]

> O=C(CC1SC(N2CCCCC2)=NC1=O)Nc1ccc(C(=O)NCCc2ccc(F)cc2)cc1 (stereo not given)
  A: 4% | B: -3% | C: 8% | D: -5% | E: 18% | F: 11% | G: 39% | H: i | I: 11%

> Cc1cc(Br)ccc1NC(=S)NC1CCCC1
  A: -4% | B: ? | C: ? | D: -11% | E: 13% | F: ? | G: -8% | H: i | I: i

> COc1ccc(C(=O)OCC(=O)NC2CC2)cc1[N+](=O)[O-]
  A: 0% | B: 6% | C: -12% | D: 2% | E: 12% | F: 12% | G: 10% | H: i | I: -13%

> O=C(Nc1ccc(S(=O)(=O)Nc2nccs2)cc1)c1cccc(N2C(=O)c3ccccc3C2=O)c1
  A: -13% | B: -5% | C: -19% | D: 10% | E: 13% | F: 16% | G: 2% | H: i | I: -37%[inhibitor]

> CCC1=NC(c2ccc(OC)c(OC)c2)N(O)C1(C)C (stereo not given)
  A: -2% | B: -13% | C: -1% | D: -1% | E: -2% | F: 10% | G: -34% | H: i | I: i

> O=C1c2ccsc2SCCN1Cc1ccc(F)cc1
  A: -2% | B: 14% | C: 0% | D: ? | E: ? | F: ? | G: 18% | H: i | I: i

> COc1ccc(NC(=O)NC2CCCc3ccccc32)cc1 (stereo not given)
  A: -2% | B: -9% | C: -11% | D: 1% | E: -27% | F: ? | G: -10% | H: i | I: -15%

> Cc1cccc(C(=O)Nc2ccc3c(c2)ncn3C)c1
  A: 1% | B: -18% | C: 12% | D: -8% | E: -24% | F: -22% | G: 28% | H: i | I: -8%

> COc1cc2cc(CCCOC(=O)c3ccc(C(F)(F)F)cc3)oc(=O)c2cc1OC
  A: 0% | B: 0% | C: -6% | D: -4% | E: -11% | F: 17% | G: ? | H: i | I: -8%

> O=C(NNC(=O)c1cccs1)c1ccco1
  A: 2%[15.4 µM] | B: -16% | C: -3% | D: 2% | E: 17% | F: 10% | G: 0% | H: i | I: -3%

> COc1cc(SC)ccc1C(=O)OCC(=O)N1CCN(C(C)=O)CC1
  A: 1% | B: -12% | C: 0% | D: 1% | E: 0% | F: -1% | G: 30% | H: i | I: -13%

> O=C(Nc1ccc(OCCO)cc1)c1csc([C@@H]2C[C@H](O)[C@@H](CO)O2)n1
  A: / | B: 8% | C: 2% | D: 3% | E: ? | F: -8% | G: -11% | H: i | I: i

> CCOC(=O)CC(NC(=O)N1CCC(CN2CCC(C)CC2)CC1)c1ccccc1 (stereo not given)
  A: / | B: 10% | C: 0% | D: / | E: 2% | F: 5% | G: -5% | H: / | I: -9%

> Cc1noc(C)c1COC(=O)CNC(=O)c1ccc(Cl)cc1
  A: 0% | B: -2% | C: 8% | D: 1% | E: -1% | F: 0% | G: 9% | H: i | I: i

> Cc1cccc(C)c1N1CCN(C(=O)Nc2ccc3c(c2)OCCO3)CC1
  A: 0% | B: 9% | C: -20% | D: 12% | E: ? | F: ? | G: 2% | H: i | I: -12%[57.5 µM]

> COC(=O)C1[C@H]2C(=O)N(Cc3cccs3)C[C@]23C=C[C@H]1O3 (stereo not given in full)
  A: 1% | B: 8% | C: -4% | D: -5% | E: -7% | F: 0% | G: 29% | H: / | I: -27%[57.5 µM]

> Cc1nc(NC(=O)c2ccccc2[N+](=O)[O-])sc1C(=O)N(C)C
  A: -12% | B: -6% | C: -14% | D: -2% | E: -10% | F: -1% | G: 5% | H: i | I: i

> CCOc1ccc(Oc2cc(NC(=O)c3ccco3)cc([N+](=O)[O-])c2)cc1
  A: -5% | B: -7% | C: 12% | D: -2% | E: 22% | F: -30% | G: 21% | H: i | I: -34%[inhibitor]

> CCC(CO)N=C1CC(C)(C)CC(=O)/C1=C(/O)CCCN1C(=O)c2ccccc2C1=O (stereo not given)
  A: -5% | B: 7% | C: -4% | D: -5% | E: / | F: 4% | G: 20% | H: i | I: -7%

> C=CCNC(=O)C1CC(=O)N(c2ccc(OCc3ccccc3Cl)cc2)C1 (stereo not given)
  A: 1% | B: 4% | C: -11% | D: -1% | E: -10% | F: -1% | G: 18% | H: i | I: i

> COc1ccc(OC)c(S(=O)(=O)Nc2cccc(O)c2)c1
  A: / | B: -4% | C: 2% | D: -1% | E: -2% | F: 3% | G: 18% | H: i | I: i

> COCCN1C[C@@H](CO)O[C@@H](n2cnc3c(NCC(C)C)ncnc32)C1
  A: / | B: -7% | C: -2% | D: 1% | E: 1% | F: -18% | G: -24% | H: i | I: -20%

> COc1ccccc1N(CC(=O)N1CCCCCC1)S(=O)(=O)c1ccc(C)cc1
  A: 0% | B: -1% | C: -6% | D: 9% | E: -29% | F: -26% | G: 23% | H: i | I: i

> COc1ccccc1OCc1nnc(SCC(=O)c2cc(Cl)ccc2OC)o1
  A: -25% | B: -1% | C: -20% | D: 15% | E: 18% | F: ? | G: 49% | H: i | I: -2%[57.5 µM]

Assay outcomes deposited in PubChem BioAssay by National Center for Advancing Translational Sciences (NCATS).
